# Yeast life ext = yeast lifespan extension. hit rate 0.68% among 130,000. inhibition of the nicotinamide effect, % at 10 µM. S. cerevisiae growth with nicotinamide, OD615; deaD strain in restrictive glucose medium;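 active means inhibition above a set limit, placed 3 SD over the median of all compounds, cut at about 26% in these data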;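 further: 0% = nicotinamide-treated wells and 100% = cells grown without nicotinamide; some compounds called inactive have numbers as strong as hits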
#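 Test system: DeaD-strain S. cerevisiae / Buffer or medium: restrictive glucose medium / Also added: nicotinamide 1.5 mM / Doses: one concentration, 10 µM, DMSO 0.25% / Schedule: 48 h at 30 °C / Signal: OD615 measurement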
# GALR2 blocker = GALR2 (human) receptor antagonism. GALR2-expressing cells, antagonist mode. inhibition, % at 4 µM. hit rate 0.39% among 140,000. AID 828; in the data active means inhibition above about 27%;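 further: cells stimulated with galanin 1-16 at roughly its EC80; 0% = agonist challenge control and 100% = basal control without agonist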
# Target sequence (O43603 whole entry, looked up): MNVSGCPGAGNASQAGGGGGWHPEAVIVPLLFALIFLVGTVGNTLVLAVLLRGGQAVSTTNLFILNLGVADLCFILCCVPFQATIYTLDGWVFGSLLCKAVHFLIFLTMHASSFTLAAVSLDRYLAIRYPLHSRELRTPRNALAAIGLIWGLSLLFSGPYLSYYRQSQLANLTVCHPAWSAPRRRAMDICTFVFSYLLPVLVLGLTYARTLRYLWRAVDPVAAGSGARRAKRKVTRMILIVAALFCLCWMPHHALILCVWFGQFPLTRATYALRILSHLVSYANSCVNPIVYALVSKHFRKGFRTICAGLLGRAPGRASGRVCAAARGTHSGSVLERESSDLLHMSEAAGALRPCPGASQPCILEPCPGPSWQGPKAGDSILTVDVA
# HCT116 PTEN-null = growth suppressors of cells with PTEN tumor suppressor deletion; hit rate 1.2% among 140,000; AID 827; HCT116 PTEN-null viability, CellTiter-Glo, 60 h; stronger effect = lower value; viability, % at 10 µM;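 active means viability at or below a set limit, 4 SD under the median of all tested compounds, cut at about 3.7% in these data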;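 further: PTEN knockout HCT116 line with beta catenin targeted HCT116 as companion control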
# MRP1 act = activators of MRP-1. hit rate 0.61% among 140,000. AID 799. viability increase, % at 10 µM. H69AR cells + doxorubicin, viability rescue, CellTiter-Glo;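 active means viability gain under doxorubicin at or above a set limit, the compound median plus 3 SD, cut at about 4.7% in these data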;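 further: MRP-1 overexpressing cells given doxorubicin 25 µM after compound pretreatment; 18-22 h compound pretreatment then 72 h with doxorubicin before readout; 0% = doxorubicin-only wells and 100% = vehicle-treated cells without doxorubicin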
# Phagocyt inh = macrophage phagocytosis inhibition. hit rate 0.07% among 110,000. inhibition, % at 5 µM. J774A.1 macrophage IgG-bead phagocytosis, imaging. AID 1029;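 active means inhibition above the mean of the plate negative controls plus 5 SD, cut at about 13% in these data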;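 further: phagocytic index as fraction of beads internalized from green versus red external bead signal; plate controls were DMSO negative control for no effect and cytochalasin-D positive control for full effect; some results beyond the cut were filed as inactive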
# bCat KO growth = beta-catenin-lacking colon tumor cell growth suppression | HCT116 beta-catenin knockout viability, CellTiter-Glo, 60 h; stronger effect = lower value | hit rate 1.5% among 140,000 | viability, % at 10 µM;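 active means viability at or under a set limit, the compound median less 4 SD, cut at about 6% in these data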;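 further: 0% = Hyamine 1622 control at 20 µM and 100% = untreated cell control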
# E-sel TNF inh = blocks E-selectin expression induced by TNF alpha; hit rate 0.71% among 120,000; HUVEC TNFa-induced E-selectin immunofluorescence, high content; inhibition, % at 2 µM; AID 1246;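 active means inhibition above the batch mean plus 3 SD, and confirmed as a hit on visual image review, cut at about 43% in these data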;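 further: 0% = TNF-stimulated DMSO wells and 100% = unstimulated control wells; not every result past the cut was called active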
# Yeast growth inh = reduces growth of yeast BB579 in restrictive medium; hit rate 0.51% among 140,000; S. cerevisiae BB579 growth, OD615, 48 h; inhibition, % at 10 µM;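 active means inhibition above a set limit, 3 SD over the mean compound inhibition, cut at about 44% in these data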; further: inactives centre near -24
#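 test system = yeast BB579 (DeaD) | buffer or medium = restrictive CSMM-D medium | doses = single compound dose of 10 µM, 0.25% DMSO final | times = 4 h preincubation and 48 h exposure at 30 °C | technique = culture absorbance at 615 nm | benchmarks = amphotericin B 10 µg/mL, positive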
# Measles CPE = protection of cells from measles virus. Measles virus-infected cells, CPE protection, absorbance. hit rate 1.5% among 140,000. AID 841. protection (pct of control), % at 4 µM; in the data active means protection mostly above about 24%, no sharp cut-off; inactive means mostly below about 26%; further: some compounds called inactive have numbers as strong as hits
# NPY-Y2 antag = NPY-Y2 (human) receptor antagonism; P49146; NPY-Y2 expressing cells, antagonist mode; inhibition, % at 2.7 µM; hit rate 0.99% among 140,000; AID 793; in the data active means inhibition above about 17%;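 further: 0% = vehicle with agonist challenge and 100% = reference antagonist with challenge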
# Target sequence (P49146 whole entry, looked up): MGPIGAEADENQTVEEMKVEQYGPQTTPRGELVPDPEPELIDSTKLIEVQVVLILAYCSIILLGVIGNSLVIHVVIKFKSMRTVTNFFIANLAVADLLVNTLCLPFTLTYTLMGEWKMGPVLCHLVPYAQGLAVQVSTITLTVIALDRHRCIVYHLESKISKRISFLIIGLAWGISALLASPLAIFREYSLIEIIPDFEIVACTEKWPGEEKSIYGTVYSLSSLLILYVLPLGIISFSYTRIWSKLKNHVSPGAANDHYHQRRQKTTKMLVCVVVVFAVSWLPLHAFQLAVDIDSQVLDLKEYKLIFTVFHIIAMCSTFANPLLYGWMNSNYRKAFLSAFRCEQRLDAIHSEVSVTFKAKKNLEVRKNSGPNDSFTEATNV
# An asterisk follows results filed as active; nt = no result given; & = joins results of further samples.
SMILES,Yeast life ext,GALR2 blocker,HCT116 PTEN-null,MRP1 act,Phagocyt inh,bCat KO growth,E-sel TNF inh,Yeast growth inh,Measles CPE,NPY-Y2 antag
O=C(NCCC1=CCCCC1)C1COc2ccccc2O1 (centres undefined),-6.1,14.7,100.9,0.9,-0.7,103.5,-26.5,-29.5,16.4,4.7
Cc1ccc(C)c2[nH]c(=O)c(CN(Cc3ccco3)C(=O)Nc3ccccc3)cc12,-10.7,8.5,62.1,-0.7,-0.4,60.4,-20.1,-10.8,18.2,4.0
O=C(/C=C/Nc1ccc(Cc2ccc(N/C=C/C(=O)C(F)(F)F)cc2)cc1)C(F)(F)F,2.6,10.0,93.3,-1.6,-10.7,98.0,nt,-25.7,25.5,-0.8
CCOC(=O)N1CCN(C(=O)CN(c2cc(C(F)(F)F)ccc2Cl)S(C)(=O)=O)CC1,-3.1,-20.1,100.7,-1.6,-0.5,94.0,0.5,-16.1,8.0,0.3
CCCNS(=O)(=O)c1cccc(C(=O)NC2CCCc3ccccc32)c1 (centres undefined),-0.2,16.6,83.2,-1.2,0.0,86.8,-10.1,-56.2,41.4*,3.2
CC1CCN(CCCNC(=O)c2cn(C)c3ccc(S(=O)(=O)N4CCCC4)cc3c2=O)CC1,-14.6,7.7,107.9,0.0,nt,104.7,-15.8,-17.1,19.7,1.1
O=C(Cn1nc(-c2ccccc2)c2ccccc2c1=O)Nc1ccc2c(c1)nc1n2CCOC1,-10.2,7.9,98.8,-1.8,-0.7,91.6,nt,-36.0,2.2,1.1
CCOC(=O)CNC(=O)CSc1nc2cccnc2n1C1CCCCC1,-9.7,-0.1,97.8,-1.2,0.5,98.7,-5.0,-25.5,1.4,0.2
NC(=O)Cn1cnc(-c2ccccc2)c1,-1.0,4.3,96.2,-1.2,0.2,90.2,-33.8,-30.2,9.2,0.5
COc1cc(C(=O)N2CCC(NC(=O)C(Cc3ccccc3C)NC(C)=O)CC2)cc(OC)c1OC (centres undefined),18.0,4.0,99.5,1.2,0.8,93.5,-1.6,16.4,2.1,-0.5
S=C(NCc1ccc2[nH]c3c(c2c1)CCCC3)Nc1ccccc1,-4.4,6.3,41.6,-3.9,nt,40.0,-23.9,11.8,11.3,-2.2
COc1ccc(CNC(=O)CSc2nnc(C)s2)cc1,nt,-0.9,90.9,-1.0,0.6,89.2,-13.5,6.7,11.6,0.2
Cc1ccc(CCN2CC(C(=O)O)CC2=O)cc1 (centres undefined),2.8,-6.2,89.5,-0.6,nt,84.8,-13.9,-17.5,7.8,1.4
Clc1ccc(Cn2ncc3c(N4CCOCC4)ncnc32)cc1,-2.7,6.5,69.7,-1.8,-0.8,86.7,-11.0,2.9,1.0,0.0
CCN(CC)S(=O)(=O)c1ccc(C(=O)NCc2n[nH]c(=S)n2-c2ccccc2OC)cc1,-19.9,-5.8,93.5,-0.9,-1.9,96.6,7.9,-10.1,3.5,-1.5
Cc1cc(C)cc(N(C(C)C(=O)NCCC2=CCCCC2)S(C)(=O)=O)c1 (centres undefined),-13.2,-5.3,92.7,-0.4,-1.3,88.9,-15.9,-38.0,2.4,4.7
Fc1ccccc1CSc1nc2ncccc2[nH]1,-14.1,-8.2,91.4,-0.1,0.2,83.2,-11.1,-35.1,10.7,0.2
CCOc1ccccc1-n1nnnc1SCC(=O)NC(=O)Nc1ccc2c(c1)OCCO2,-12.7,-2.0,92.6&89.1,-0.7,-0.3,94.1,18.3,-53.0,3.7,8.7
COc1ccc(/C=C2\SC(=O)N(CCNC(=O)CCS(=O)(=O)c3ccc(C)cc3)C2=O)cc1,-1.9,10.7,73.6,0.4,-4.6,62.8,nt,-21.7,5.7,0.3
COc1cc(/C=N\Nc2cc(=O)n(C)c(=O)n2C)ccc1O,1.4,13.5,107.2,-3.3,-1.2,90.7,3.5,-47.7,8.3,4.6
COc1ccc(C)cc1-n1nnnc1SC/C(O)=C(\C#N)c1nc2ccccc2[nH]1,-2.5,1.7,61.6,2.1,1.5,69.7,-52.0,-4.1,0.2,5.3
CC1(NC(=S)NCCO)CCS(=O)(=O)C1 (centres undefined),1.6,5.3,97.9,2.0,-8.0,103.6,-15.4,-34.5,22.1,-0.3
O=[N+]([O-])c1ccc(N2CCCCC2)cc1N1CCOCC1,-25.7,5.1,92.4,-0.7,nt,98.8,34.4,-46.0,3.9,0.7
CC(=O)c1cc(C)ccc1OC(=O)c1ccco1,-15.6,5.6,97.7,0.8,-0.3,91.3,-12.2,-58.0,3.7,-1.4
Cc1cccc(N2CCN(C(=O)CCCOc3ccccc3)CC2)c1C,-6.2,-18.5,63.6,-2.1,1.8,64.7,17.6,-27.2,12.7,19.2*
CC(Sc1nnnn1-c1ccccc1)C(=O)Nc1ccc(Cl)cn1 (centres undefined),-18.1,-2.7,80.5,-0.8,-5.4,84.1,-16.6,-30.6,16.2,3.6
CCOC(=O)c1cc2occc2n1CC(=O)NCCOC,nt,4.1,94.5,0.1,nt,96.7,14.9,-15.9,28.0,-0.7
CCSc1nnc(-c2ccccc2N=Cc2c(C)[nH]n(-c3ccccc3)c2=O)c(=O)[nH]1,9.7,5.4,98.2,-0.6,-13.4,85.4,-1.7,-57.5,5.7,4.4
COc1ccc(OC)c(CN2CCN(c3ccccc3OC)CC2)c1,-8.1,9.8,60.5,-2.1,-2.2,61.4,7.6,-23.5,4.0,4.9
CC(C)Nc1ncnc2c1cnn2-c1ccc(Cl)cc1,-11.8,-8.9,87.5,-0.8,0.2,89.2,13.2,12.1,4.4,1.8
CCOc1cc(CNCCc2ccc(S(N)(=O)=O)cc2)cc(Cl)c1OCc1ccccc1,-22.6,8.6,1.9*,-5.4,0.8,1.5*,-5.7,-56.0,17.8,5.4
CCc1ccccc1NC(=O)CN(c1cccc(OC)c1)S(C)(=O)=O,-7.6,-3.1,106.7,-1.1,-0.6,102.4,-4.9,-43.3,10.4,1.9
C=CCn1c(Cc2c(C)[nH]c3ccccc23)nnc1SCC(=O)NCc1ccc(F)cc1,nt,-5.5,87.2,-1.8,nt,84.8,nt,-4.9,2.1,0.1
O=c1[nH]n(-c2ccccc2)c(=O)c2ccccc12,1.4,12.0,102.3,-2.2,1.1,89.0,-24.6,-6.8,19.3,1.6
COc1ccc2cc(C3(C)NC(=O)N(CC(=O)NCCC4=CCCCC4)C3=O)ccc2c1 (centres undefined),-20.3,-8.5,87.3,1.5,0.3,87.4,nt,-4.8,3.0,-1.3
CCCCN1Cc2cc(C(=O)c3cc(OC)ccc3O)cnc2NC1=O,0.0,10.2,102.6,-1.3,-1.1,94.2,-7.1,-37.1,17.1,1.9
COc1ccc(C2C(C(=O)Nc3ccccc3OC)=C(C)Nc3ncnn32)cc1 (centres undefined),-2.8,-9.4,98.1,-0.9,0.1,101.7,10.7,-0.5,3.0,-0.1
COc1ccc(CCC(=O)OCC(=O)c2ccc(C)cc2)cc1,-2.2,10.4,101.3,-2.3,-3.5,100.1,nt,-5.2,11.3,5.5
O=C1CC(c2ccccc2)=Nc2ccccc2N1,-7.2,1.5,102.4,-3.8,-0.6,95.4,8.4,5.0,18.6,1.9
CCOC(=O)N1CCN(C(=O)c2ccccc2CCc2ccccc2)CC1,8.1,12.6,94.1,-0.5,nt,79.0,-5.5,-39.9,17.0,3.0
C/C(=C\C(=O)Nc1cc(C)on1)c1ccccc1,-14.8,8.2,95.9,0.5,-1.0,100.9,0.9,15.0,7.5,-0.9
COc1cc(C)c(S(=O)(=O)N2CCN=C2c2ccccc2)cc1C,1.2,-9.0,94.1,-1.8,1.6,82.5,nt,-20.7,6.5,1.6
CC(=O)Nc1ccc(OCC(O)Cn2c3ccccc3c3ccccc32)c(C)c1 (centres undefined),-3.3,0.9,34.8,-2.3,nt,41.7,-58.2,-51.9,23.2,1.2
Nc1ccc2oc3ccc(N)cc3c(=O)c2c1,-18.3,-25.6,83.9,0.4,-0.6,97.1,nt,4.8,22.6,1.4
CN1CCN(c2ccccc2NC(=O)COc2ccc(Br)cc2)CC1,-0.4,-2.7,nt,-1.5,-0.3,90.5,-3.4,-11.7,3.6,13.4
Cc1cccc2cc(CN(Cc3ccc(F)cc3)C(=O)N(C)C)c3nnnn3c12,-11.2,1.8,58.6,0.1,-0.5,58.6,27.6,-24.6,3.0,4.5
O=C(NC(=S)Nc1cccc(CO)c1)c1ccc(-c2ccccc2)cc1,-3.1,-2.9,106.2,-1.6,-6.1,101.6,19.9,-8.2,3.2,2.4
O=C(C[n+]1cccc(CNC(=O)c2ccc(OC(F)F)cc2)c1)Nc1ccc(F)cc1,3.0,11.7,95.3,-3.3,-4.4,83.0,nt,2.4,4.8,-0.9
CCC(C)(C)n1nnnc1CN1CCC(NC(=O)c2ccc(Br)cc2)CC1,nt,-4.0,81.2,-3.9,nt,76.7,4.8,4.3,7.8,-1.7
Cn1cc(C(=O)c2ccccc2)cc1-c1nc2ccccc2n1C,-10.7,7.6,60.7,1.5,0.2,72.2,-10.9,2.1,33.3,4.4

# Additional entries.
SMILES,Yeast life ext,GALR2 blocker,HCT116 PTEN-null,MRP1 act,Phagocyt inh,bCat KO growth,E-sel TNF inh,Yeast growth inh,Measles CPE,NPY-Y2 antag
O=C(O)c1ccc2c(c1)C(=O)N(C(Cc1ccccc1)C(=O)O)C2=O (centres undefined),-4.4,3.8,111.6,-0.3,0.3,106.2,24.6,-36.9,13.3,1.7
CS(=O)(=O)N1N=C(c2ccc(Br)cc2)CC1c1cccs1 (centres undefined),-3.8,0.1,96.2,0.7,-0.7,95.5,13.2,-40.1,12.7,3.9
CCCCN1CCc2c1nc1ccc(Br)cc1c2N,-1.1,13.7,6.4,-5.6,-1.3,7.6,22.4,-8.0,18.5,2.5
Cc1cc(C)c(C#N)c(SCCS(=O)(=O)c2ccc(C(C)(C)C)cc2)n1,-15.5,2.2,72.9,-2.1,nt,63.7,17.0,-32.3,14.7,3.6
N#CCCN(CCC#N)c1nncs1,-10.9,-8.9,105.9,-2.7,0.2,96.9,-9.1,-34.8,6.1,2.4

# Sorted by number of heavy atoms (falling): part of the list above
SMILES,Yeast life ext,GALR2 blocker,HCT116 PTEN-null,MRP1 act,Phagocyt inh,bCat KO growth,E-sel TNF inh,Yeast growth inh,Measles CPE,NPY-Y2 antag
CCC(C)(C)n1nnnc1CN1CCC(NC(=O)c2ccc(Br)cc2)CC1,nt,-4.0,81.2,-3.9,nt,76.7,4.8,4.3,7.8,-1.7
Cc1cc(C)c(C#N)c(SCCS(=O)(=O)c2ccc(C(C)(C)C)cc2)n1,-15.5,2.2,72.9,-2.1,nt,63.7,17.0,-32.3,14.7,3.6
CS(=O)(=O)N1N=C(c2ccc(Br)cc2)CC1c1cccs1 (centres undefined),-3.8,0.1,96.2,0.7,-0.7,95.5,13.2,-40.1,12.7,3.9
N#CCCN(CCC#N)c1nncs1,-10.9,-8.9,105.9,-2.7,0.2,96.9,-9.1,-34.8,6.1,2.4
